# Screens deposited in PubChem by several laboratories.
# ROMK primary: modulators of human ROMK potassium channel | P48048 | Tet-inducible ROMK, thallium flux fluorescence; actives lie on both sides | B-score at 10 µM | 130,000 compounds, 2% hits | AID 1918;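 active = signal ratio slope over the read window, or its plate-corrected B-score, at least 3 SD from the plate mean, either direction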;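 note: B-score of the F/F0 ratio slope over 7 to 12 s after thallium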
# Target sequence (P48048 whole entry, looked up): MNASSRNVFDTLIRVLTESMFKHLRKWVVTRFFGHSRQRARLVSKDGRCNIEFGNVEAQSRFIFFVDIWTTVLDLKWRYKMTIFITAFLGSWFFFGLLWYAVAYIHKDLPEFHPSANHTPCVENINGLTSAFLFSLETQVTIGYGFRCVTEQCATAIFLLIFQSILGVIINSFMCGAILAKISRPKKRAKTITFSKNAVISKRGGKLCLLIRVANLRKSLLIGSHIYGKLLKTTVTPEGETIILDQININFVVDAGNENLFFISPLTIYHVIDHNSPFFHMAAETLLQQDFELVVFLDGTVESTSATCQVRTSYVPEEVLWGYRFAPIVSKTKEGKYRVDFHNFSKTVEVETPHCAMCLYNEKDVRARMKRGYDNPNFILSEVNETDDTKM
# STAT1 blocker: STAT1 signaling inhibition; AID 920; 200,000 compounds, 0.35% hits; NIH 3T3 STAT1-luciferase reporter, IFN-gamma, luminescence; inhibition, % at 5.5 µM;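 active = inhibition above a set limit, the mean inhibition across all tested compounds plus 3 SD, cut at about 34% in these data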;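 note: 0% = IFN-gamma with DMSO and 100% = IFN-gamma with 300 µM nifuroxazide; values of inactives mirror those of a sister screen read the other way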
# STAT1 activator: activators of IFN-gamma induced STAT1 signaling; NIH 3T3 STAT1-luciferase reporter, luminescence; 100% = IFN-gamma alone, no compound; activation (% of control), % at 5.5 µM; 200,000 compounds, 2.6% hits;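 active = activation above the screen-wide mean activation plus 3 SD, cut at about 130% in these data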;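 note: raw ratio to IFN-gamma control signal so 100% means no change and 0% no light; values of inactives mirror those of a sister screen read the other way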
# NF-kB neuron act: compounds increasing NF-kB expression in human neuronal cells. NF-kB reporter expression; active compounds read high. fold change at 12.5 µM. 190,000 compounds, 1.6% hits; in the data active = fold change above about 3.3
# STAT3 act: activators of IL-6 induced STAT3 signaling; U3A cells, IL-6 STAT3-luciferase reporter, luminescence; 100% = signal with IL-6 EC80 alone; activation (% of control), % at 5.6 µM; 190,000 compounds, 0.91% hits;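 active = activation above the screen-wide mean of compound activation plus 3 SD, cut at about 130% in these data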;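 note: 0% = background luminescence of wells with medium and substrate only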
#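 System – human U3A cells carrying STAT3-luciferase construct · Probe or stimulus – Interleukin-6, 33 ng/mL · Schedule – compound 1 h, then IL-6 6 h at 37 °C · Signal – luminescence from STAT3-driven luciferase reporter · Evaluation – percent of IL-6-only median luminescence · Benchmarks – IL-6-only high control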
# APP transl inh: APP translation inhibition. SH-SY5Y APP 5'UTR-luciferase reporter, luminescence. inhibition, % at 2 µM. 190,000 compounds, 0.82% hits. AID 1285;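 active = inhibition above a set limit, derived from the sample mean plus 3 SD, cut at about 45% in these data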; note: values of inactives mirror those of a sister screen read the other way
# FLuc inhib CS: Photinus pyralis luciferase inhibition counter-screen. 200,000 compounds, 1.5% hits. inhibition, % at 10 µM. P08659. AID 1006. ATPLite firefly luciferase biochemical luminescence, 10 min;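 active = inhibition above about 50% when tested at 10 µM, limit read from the data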
# Target sequence (P08659 whole entry, looked up): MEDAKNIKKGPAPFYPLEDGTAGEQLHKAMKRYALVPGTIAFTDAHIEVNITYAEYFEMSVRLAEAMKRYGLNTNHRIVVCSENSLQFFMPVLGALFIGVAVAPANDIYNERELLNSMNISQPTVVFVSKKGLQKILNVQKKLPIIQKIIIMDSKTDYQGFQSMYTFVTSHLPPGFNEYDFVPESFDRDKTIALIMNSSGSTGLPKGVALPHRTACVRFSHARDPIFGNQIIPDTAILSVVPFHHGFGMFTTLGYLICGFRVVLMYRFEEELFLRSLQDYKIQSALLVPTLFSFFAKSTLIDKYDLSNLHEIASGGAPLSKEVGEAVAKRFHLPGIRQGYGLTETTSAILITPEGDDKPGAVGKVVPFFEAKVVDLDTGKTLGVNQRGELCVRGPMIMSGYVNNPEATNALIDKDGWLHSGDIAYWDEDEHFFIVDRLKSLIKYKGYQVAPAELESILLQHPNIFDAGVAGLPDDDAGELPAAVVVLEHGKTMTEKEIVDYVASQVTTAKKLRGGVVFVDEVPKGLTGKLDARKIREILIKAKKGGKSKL
# FLuc stim CS: firefly luciferase counter-screen for stimulation assays; AID 1027; ATPlite luciferase biochemical, luminescence, 10 min; 0 = ATP-free wells, 1 = DMSO control; activation factor at 10 µM; 200,000 tested, under 10 active;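 active = luciferase activation factor, scaled between plate controls, of at least 2 with compound at 10 µM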
#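 System: luciferase plus luciferin reagent, cell-free; medium: PBS as buffer for the ATP substrate; dosing: test compounds dosed from 2 mM stocks in 100% DMSO; timing: 10 min post-reagent at room temperature; measured by: luminescence measurement of luciferase light output; evaluation: luciferase activation, seen as luminescence increase over controls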
# STAT3 blocker: reduces IL-6 driven STAT3 reporter signal | U3A cells, IL-6 STAT3-luciferase reporter, luminescence; host cell line lacks STAT1 | inhibition, % at 5.5 µM | 190,000 compounds, 0.89% hits;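 active = inhibition above the mean inhibition across all screened compounds plus 3 SD, cut at about 44% in these data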;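 note: 0% = DMSO only wells and 100% = 100 µM nifuroxazide control wells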
# APP 5'UTR act: APP 5'UTR luciferase reporter activation; SH-SY5Y APP 5'UTR luciferase reporter, luminescence; zero percent = DMSO vehicle wells; activation, % at 2 µM; 190,000 compounds, 1% hits; AID 1276;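 active = activation above a set limit, based on mean plus 3 SD of controls, cut at about 140% in these data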; note: values of inactives mirror those of a sister screen read the other way
# * = called active by the depositor; x = no result given.
# Order of results: ROMK primary	STAT1 blocker	STAT1 activator	NF-kB neuron act	STAT3 act	APP transl inh	FLuc inhib CS	FLuc stim CS	STAT3 blocker	APP 5'UTR act
- Cc1ccccc1NC(=S)NC(C)C(c1ccccc1)N1CCN(C)CC1 (configuration not stated)
→ -1.1	-5	103	1.7	95	-13	-6	1.1	15	13
- CCOC(=O)C1CCCN(CCC(=O)Nc2cc(C)cc(C)c2)C1 (configuration not stated)
→ -0.43	-3	103	0.89	103	9	-6	1.1	-1	-9
- CC1CCCCN1C(=O)CSc1nc(-c2ccccc2)cc(=O)[nH]1 (configuration not stated)
→ 0.25	1	99	1.2	102	-4	-3	1	2	4
- CCOC(=O)N1CCN(C(=O)c2ccc3c(c2)NC(=O)C(N2CCOCC2)S3)CC1 (configuration not stated)
→ -0.31	9	92	1.3	96	-9	-1	1	12	9
- Cc1ccccc1N=C1SCC(=O)N1Cc1ccccc1
→ x	-5	104	1.1	101	3	2	1	-3	-3
- COC(=O)/C=C/c1ccc2c(c1)OCO2
→ 0.15	6	95	1.2	97	11	9	0.9	12	-11
- N#Cc1c(N2C(=O)Nc3ccccc3N2O)sc2c1CCCC2
→ 0.31	1	99	1.6	93	3	50	0.5	13	-3
- Cc1cc(C(=O)N2CCN(c3ncccn3)CC2)c2cc(F)ccc2n1
→ x	0	100	0.86	94	-7	-8	1.1	11	7
- Cc1cc(C)c(NS(=O)(=O)c2ccc(NC(=O)c3cccs3)cc2)c(C)c1
→ -0.55	4	97	1.6	100	8	-7	1.1	0	-8
- CC(=O)N1CCN(C(=O)CCc2nc3sc4c(c3c(=O)[nH]2)CCCC4)CC1
→ x	2	98	1.5	102	7	-7	1.1	4	-7
- CCOc1ccccc1N1CCN(CC(=O)NC(=O)NCc2ccco2)CC1
→ 0.14	5	95	1.4	101	0	-23	1.2	6	0
- CC(C)(C)NC(=O)Cn1nnc(-c2ccccc2NC(=O)c2cnccn2)n1
→ x	-11	110	1.1	99	8	-10	1.1	5	-8
- COc1ccc(N(Cc2cc3ccc(C)cc3[nH]c2=O)C(C)=O)cc1
→ x	-4	103	0.96	98	-3	-3	1	6	3
- N#Cc1ccccc1Sc1ccccc1C(=O)OCC(=O)NC1CCS(=O)(=O)C1 (configuration not stated)
→ x	-8	108	1.1	110	-42	3	1	-8	42
- O=C(NC1CCCc2ccccc21)C1CCC(CNS(=O)(=O)c2cccc3nsnc23)CC1 (configuration not stated)
→ x	5	95	1.1	97	-10	1	1	12	10
- COCCCNC(=S)NC1CC2CCCC(C1)N2Cc1cccs1 (configuration not stated)
→ x	-4	104	1.1	105	-4	-8	1.1	-3	3
- O=C(Cc1ccccc1)NC(NNc1ccccc1)(C(F)(F)F)C(F)(F)F
→ -0.47	9	95	1.1	115	-9	-4	1	-14	9
- O=C(Nn1c(SCc2ccc([N+](=O)[O-])cc2)nc2ccccc2c1=O)c1ccc(F)cc1
→ -0.83	-56	150*	1.2	113	-84	15	0.9	-15	84
- COc1ccc(NS(=O)(=O)c2ccc(N)cc2)nn1
→ x	7	94	1.3	99	8	-1	1	4	-8
- CCc1ccccc1NC(=O)CSc1nc2ccccc2n1CC(=O)N1CCCC1
→ -1.2	-3	103	0.96	98	-10	0	1	4	10

# (continued)
# Order of results: ROMK primary	STAT1 blocker	STAT1 activator	NF-kB neuron act	STAT3 act	APP transl inh	FLuc inhib CS	FLuc stim CS	STAT3 blocker	APP 5'UTR act
- O=C(CCn1c(=O)oc2ccccc21)Nc1cccc(Cl)c1
→ x	3	98	0.93	93	-33	4	1	8	33
- COc1ccc2oc(C(=O)OCC(=O)c3ccc4c(c3)OCCO4)c(C)c2c1
→ 0.15	4	96	1.7	94	-3	-2	1	9	3
- CCCn1c(NCc2cccs2)nc2ccccc21
→ x	2	98	1.5	104	-11	-1	1	5	11
- CC(C)(C)NC(=O)NC(=O)CN1CCN(Cc2ccccc2)CC1
→ 0.11	-2	100	1	101	-13	-5	1.1	1	13
- O=C(Nc1cc(C(F)(F)F)ccc1Cl)C(Sc1nnc(-c2cccs2)o1)c1ccccc1 (configuration not stated)
→ -0.017	-5	105	3.2	107	7	-1	1	-6	-7
- Cc1cc(Cl)ccc1OCCCC(=O)N1CCN(C)CC1
→ x	7	93	1.9	94	-10	-6	1.1	11	10
- CCCOc1ccccc1C1NC(=O)NC(C)=C1C(=O)OCCOC(C)C (configuration not stated)
→ 0.049	-4	104	1.2	100	7	-6	1.1	7	-7
- CN(Cc1ccccc1)Cc1ccccc1F
→ 0.029	7	93	1.3	95	5	-4	1	8	-5
- Cn1c(=O)c2c(ncn2CCCc2ccccc2)n(C)c1=O
→ x	3	97	0.91	92	-13	-6	1.1	14	13
- CCOC(=O)C(=CNc1cc(C)ccn1)C(=O)OCC
→ x	7	94	1.1	99	-2	2	1	2	2
- S=c1[nH]nc(-c2ccc(Cl)cc2)n1CCCN1CCOCC1
→ -0.013	0	99	1	100	0	-1	1	2	0
- O=C(CSc1nc2ccccc2c(=O)n1Cc1ccco1)N1CCN(c2ccccc2)CC1
→ 1.1	-6	106	0.82	104	-4	-7	1.1	3	4
- COc1ccc(C2=NN(C(=S)Nc3ccccc3)C(c3ccccc3)C2)cc1 (configuration not stated)
→ 0.036	3	97	1.3	97	2	-6	1.1	2	-2
- COCCNC(=O)C1CCCN(c2nn3c(=O)cc(C)nc3s2)C1 (configuration not stated)
→ x	-9	107	1	101	-16	2	1	3	16
- COc1ccccc1N1CCN(C(=O)COc2ccc(C)cc2Br)CC1
→ x	-4	104	1	99	-4	-5	1.1	7	4
- Cc1ccc(Cl)cc1Nc1nc(-c2sc(NC(=O)c3cccc(Cl)c3)nc2C)cs1
→ x	-17	115	2	98	-42	-10	1.1	4	42
- O=C(NN=C1CCC(=NNC(=O)c2cccnc2)CC1)c1cccnc1
→ 0.62	-12	109	1.1	105	-5	2	1	-2	5
- Cc1cccc(NC(=O)Nc2cccc(Oc3c(F)c(F)c(F)c(F)c3F)c2)c1
→ x	-1	101	1.3	89	4	-9	1.1	16	-5
- Cc1cc(C)nc(SCc2nc3ccccc3n2C)n1
→ 0.56	-3	103	1.7	90	0	0	1	20	0
- O=[N+]([O-])c1ccc(N2CCN(S(=O)(=O)c3ccccc3)CC2)cc1NCC1CCCO1 (configuration not stated)
→ 0.12	7	94	1.1	101	10	-5	1	-2	-11

# Further entries.
# Order of results: ROMK primary	STAT1 blocker	STAT1 activator	NF-kB neuron act	STAT3 act	APP transl inh	FLuc inhib CS	FLuc stim CS	STAT3 blocker	APP 5'UTR act
- O=c1oc2ccccc2cc1-c1csc(Nc2nc3c(F)cccc3s2)n1
→ -0.024	-2	101	2.7	128	-9	9	0.9	-37	9
- COc1ccc(C(=O)c2ccc(N3CCOCC3)c([N+](=O)[O-])c2)cc1
→ 1.2	5	94	0.78	92	-12	-7	1.1	12	12
- COC(=O)c1ccccc1NC(=O)CNc1cc(Cl)ccc1N1CCOCC1
→ x	9	92	0.71	98	-6	-4	1	7	6
- CC(=O)c1cc(-c2ccccc2)n(CC(=O)N2CCC(C)CC2)c1C
→ x	-7	107	1.2	117	7	-8	1.1	-18	-7
- C=CCN(C(=O)CNC(=O)c1ccco1)C(C(=O)NC1CCCCC1)c1ccccc1F (configuration not stated)
→ x	4	96	0.56	98	8	-5	1.1	8	-8
- COC(=O)C[N+](C)(C)C/C=C\c1ccccc1
→ -0.16	-9	108	1.1	107	-7	-3	1	-1	7
- Cc1cc(NC(=O)Cc2cn3ccsc3n2)n(-c2ccccc2)n1
→ x	4	96	1.1	96	-8	-4	1	10	8
- COc1ccc(Nc2nc(Nc3ccc(OC)cc3)nc(-n3[nH]c(=O)c(C)c3C)n2)cc1
→ -0.041	2	99	0.3	92	34	-5	1.1	16	-34
- CCc1ccc(-n2c(SCc3cc(=O)n4cc(Br)ccc4n3)nc3[nH]ncc3c2=O)cc1
→ 0.71	17	83	0.4	102	-21	-10	1.1	10	21
- COC(=O)c1ccccc1NC(=O)C(C)c1ccc([N+](=O)[O-])cc1 (configuration not stated)
→ -0.54	6	95	0.91	98	2	-3	1	11	-2
- Nc1cc(=O)[nH]c(=S)n1-c1cccc(C(F)(F)F)c1
→ 0.0057	2	99	1.2	101	7	-6	1.1	4	-7
- CCC(C)(C)NC(=O)/C=C/c1cnc2ccccc2n1
→ x	-28	125	2	110	-24	32	0.7	-12	24
- COc1ccc(CCC(=O)Nc2cc([N+](=O)[O-])ccc2OC)cc1
→ 0.2	5	97	1	93	-10	-3	1	6	10
- Cc1ccc(C2(C)NC(=O)N(CC(=O)Nc3c(C)n(C)n(-c4ccccc4)c3=O)C2=O)cc1 (configuration not stated)
→ x	-4	103	1.1	91	-9	-4	1	15	9
- COc1ccc(/C=C(/NC(=O)c2ccccc2Cl)C(=O)O)cc1
→ 0.52	-6	106	0.83	95	-6	-2	1	14	6
- CCN(C(=O)COC(=O)CNC(=O)c1ccc2ccccc2c1)C1CCS(=O)(=O)C1 (configuration not stated)
→ -1.3	-5	105	1.1	96	-1	16	0.8	4	1
- N#CC(C(=O)O)=C1CCCC1
→ -0.059	-2	102	1.1	98	-4	-2	1	4	4
- O=c1c2[nH]c3ccc(Br)cc3c2ncn1CCCn1ccnc1
→ -0.34	8	93	0.35	89	5	7	0.9	22	-5

# An excerpt from above in order of heavy-atom count, lowest first.
# Order of results: ROMK primary	STAT1 blocker	STAT1 activator	NF-kB neuron act	STAT3 act	APP transl inh	FLuc inhib CS	FLuc stim CS	STAT3 blocker	APP 5'UTR act
- N#CC(C(=O)O)=C1CCCC1
→ -0.059	-2	102	1.1	98	-4	-2	1	4	4
- COC(=O)C[N+](C)(C)C/C=C\c1ccccc1
→ -0.16	-9	108	1.1	107	-7	-3	1	-1	7
- Nc1cc(=O)[nH]c(=S)n1-c1cccc(C(F)(F)F)c1
→ 0.0057	2	99	1.2	101	7	-6	1.1	4	-7
- CCC(C)(C)NC(=O)/C=C/c1cnc2ccccc2n1
→ x	-28	125	2	110	-24	32	0.7	-12	24
- COc1ccc(/C=C(/NC(=O)c2ccccc2Cl)C(=O)O)cc1
→ 0.52	-6	106	0.83	95	-6	-2	1	14	6
- COc1ccc(CCC(=O)Nc2cc([N+](=O)[O-])ccc2OC)cc1
→ 0.2	5	97	1	93	-10	-3	1	6	10
- CC(=O)c1cc(-c2ccccc2)n(CC(=O)N2CCC(C)CC2)c1C
→ x	-7	107	1.2	117	7	-8	1.1	-18	-7
- O=c1oc2ccccc2cc1-c1csc(Nc2nc3c(F)cccc3s2)n1
→ -0.024	-2	101	2.7	128	-9	9	0.9	-37	9
- COC(=O)c1ccccc1NC(=O)CNc1cc(Cl)ccc1N1CCOCC1
→ x	9	92	0.71	98	-6	-4	1	7	6
- CCc1ccc(-n2c(SCc3cc(=O)n4cc(Br)ccc4n3)nc3[nH]ncc3c2=O)cc1
→ 0.71	17	83	0.4	102	-21	-10	1.1	10	21
- Cc1ccc(C2(C)NC(=O)N(CC(=O)Nc3c(C)n(C)n(-c4ccccc4)c3=O)C2=O)cc1 (configuration not stated)
→ x	-4	103	1.1	91	-9	-4	1	15	9
